# TNAP inh no acc – TNAP (human) inhibition, acceptor-free conditions | inhibition, % at 20 µM | P05186 | purified TNAP, CDP-star luminescence, 30 min | hit rate 0.26% among 200,000;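 active = tissue-nonspecific alkaline phosphatase inhibition above about 50% at 20 µM in the single-dose screen, limit read from the data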;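 note: 0% = DMSO negative control and 100% = EDTA positive control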
# FLuc act counter – affects firefly luciferase, flagging false hits in luciferase stimulation screens; P08659; 200,000 tested, under 10 active; ATPlite luciferase biochemical, luminescence, 10 min; 0 = ATP-free wells, 1 = DMSO control; activation factor at 10 µM;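 active = luciferase activation factor, scaled between plate controls, of at least 2 with compound at 10 µM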
# Target sequence (P08659 whole entry, looked up): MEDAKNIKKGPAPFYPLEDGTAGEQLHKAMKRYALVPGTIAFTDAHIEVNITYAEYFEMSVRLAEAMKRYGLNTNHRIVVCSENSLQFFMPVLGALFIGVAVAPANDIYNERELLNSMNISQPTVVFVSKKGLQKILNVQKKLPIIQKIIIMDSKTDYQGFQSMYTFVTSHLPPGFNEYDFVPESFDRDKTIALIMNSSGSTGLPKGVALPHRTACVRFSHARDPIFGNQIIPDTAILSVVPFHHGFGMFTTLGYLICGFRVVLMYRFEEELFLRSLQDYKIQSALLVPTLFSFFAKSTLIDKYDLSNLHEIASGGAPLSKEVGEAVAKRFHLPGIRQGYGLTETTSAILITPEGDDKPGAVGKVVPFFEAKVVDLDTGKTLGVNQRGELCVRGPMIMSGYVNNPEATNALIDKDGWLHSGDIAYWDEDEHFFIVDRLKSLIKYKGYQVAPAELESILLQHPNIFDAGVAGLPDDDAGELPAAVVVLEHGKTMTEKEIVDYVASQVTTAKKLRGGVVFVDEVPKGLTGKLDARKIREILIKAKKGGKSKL
#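 Assay system: Luciferase/luciferin reagent mix; Medium: PBS as buffer for the ATP substrate; Dosing: test compounds dosed from 2 mM stocks in 100% DMSO; Times: 10 min, room temperature; Signal: luminescence from luciferase reaction; Read-out: luciferase activation; Controls: No-ATP low control, compound-free enzyme-plus-ATP high control.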
# PMI act hi M6P – PMI (human) activation, high substrate; AID 1216; coupled PMI enzyme assay, resazurin fluorescence, 20 min; hits give high values; 1 = untreated enzyme, 0 = substrate-free blank; P34949; hit rate 0.34% among 190,000; activation factor at 20 µM;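 active = activation factor of 2 or more at 20 µM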
# Target sequence (P34949 whole entry, looked up): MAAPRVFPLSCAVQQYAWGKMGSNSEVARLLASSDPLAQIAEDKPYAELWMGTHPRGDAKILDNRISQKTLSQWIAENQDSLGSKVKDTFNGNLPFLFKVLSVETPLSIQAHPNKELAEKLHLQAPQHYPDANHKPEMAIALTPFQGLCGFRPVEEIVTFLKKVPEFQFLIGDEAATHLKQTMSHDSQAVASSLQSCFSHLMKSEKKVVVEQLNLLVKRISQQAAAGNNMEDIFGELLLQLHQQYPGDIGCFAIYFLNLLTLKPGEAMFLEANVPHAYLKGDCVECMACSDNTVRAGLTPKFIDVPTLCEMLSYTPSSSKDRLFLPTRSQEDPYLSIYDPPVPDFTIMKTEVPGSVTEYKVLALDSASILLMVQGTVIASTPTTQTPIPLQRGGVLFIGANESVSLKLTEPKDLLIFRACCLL
#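 Material: human phosphomannose isomerase with PGI, G6PDH, diaphorase coupling enzymes / Reagent: Man-6-P substrate 1.0 mM / Dosing: single compound dose of 20 µM, 1% DMSO final / Incubation: enzyme reaction with compound 20 min at room temperature / Signal: resorufin fluorescence (Ex 544/Em 590 nm) from resazurin via diaphorase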
# APP 5'UTR act – activates APP 5'UTR luciferase reporter. SH-SY5Y APP 5'UTR luciferase reporter, luminescence; zero percent = DMSO vehicle wells. activation, % at 2 µM. hit rate 1% among 190,000. AID 1276;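 active = activation above a set limit, based on mean plus 3 SD of controls, cut at about 140% in these data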; note: values of inactives mirror those of a sister screen read the other way
# PMI act – activators of human phosphomannose isomerase; hit rate 0.005% among 190,000; activation factor at 20 µM; purified human PMI, coupled resazurin fluorescence, 20 min; hits give high values; 1 = vehicle control, 0 substrate-free wells; P34949;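 active = activation factor of 2 or more at 20 µM, relative to plate controls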
# TNAP inh hi DEA – inhibitors of human TNAP at high phosphate acceptor concentration; purified TNAP, CDP-star luminescence, 1 M DEA; inhibition, % at 20 µM; hit rate 0.03% among 200,000; AID 1135;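 active = over 50% inhibition of tissue-nonspecific alkaline phosphatase at 20 µM in the single-dose screen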;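 note: plate controls were DMSO wells for no effect and EDTA-quenched wells as full inhibition for full effect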
# NF-kB neuron act – raises NF-kB expression in human neuronal cells; NF-kB reporter expression; hits give high values; fold change at 12.5 µM; hit rate 1.6% among 190,000; AID 1239; in the data active = fold change above about 3.3
# TNAP act hiacc – TNAP (human) activation, high acceptor | P05186 | purified TNAP, CDP-star luminescence, 1 M DEA, 30 min; hits give high values; 0 = EDTA background, 1 = DMSO-only activity | activation factor at 20 µM | 200,000 tested, under 10 active | AID 1136;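 active = activation factor at least 2 at 20 µM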
#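 system = human TNAP | amount = enzyme diluted 1/800 final | reagent = 100 µM CDP-star substrate | signal = luminescent substrate turnover signal | dosing = one dose, 20 µM | benchmarks = EDTA negative control, DMSO positive control | measure = activation factor | timing = 30 min reaction, room temperature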
# bIAP activator – increases bovine intestinal alkaline phosphatase activity; purified bovine IAP, CDP-star luminescence, 30 min; hits give high values; fold of DMSO-control signal, blank-subtracted; AID 1016; activation factor at 20 µM; hit rate 0.17% among 200,000;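 active = activation factor of 2 or more at 20 µM, a signal rise over negative controls twice the positive control's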
# FLuc inhib CS – Photinus pyralis luciferase inhibition counter-screen; P08659; inhibition, % at 10 µM; hit rate 1.5% among 200,000; AID 1006; ATPLite firefly luciferase biochemical luminescence, 10 min;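 active = inhibition above about 50% when tested at 10 µM, limit read from the data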
# The depositor's hits bear a star.
(1) CCC(=O)N1CCc2cc(S(=O)(=O)NC(C(=O)N3CCc4ccccc4C3)C(C)C)ccc21 (configuration not stated)
(2) O=C(CCN1C(=O)C2C3C=CC(C3)C2C1=O)NCCN1CCCc2ccccc21 (configuration not stated)
(3) C/C(=C(\C#N)C(=O)NCCN1CCOCC1)N(C)C
(4) O=C(NCCN1CCOCC1)c1nn2c(c1Cl)NC(c1ccccc1)CC2C(F)(F)F (configuration not stated)
(5) O=C(NCCc1ccc(Cl)cc1)c1ccc2nc[nH]c2c1
(6) Cn1c(=O)n(Cc2ccccc2Cl)c2ccccc21

Screen / compound no.	1	2	3	4	5	6
TNAP inh no acc	-22	1	-7	3	-31	-4
FLuc act counter	1	1.1	1.1	1.1	1	1
PMI act hi M6P	1	2.1*	1	1.1	0.9	1
APP 5'UTR act	3	9	10	-11	22	-1
PMI act	1	1.5	1	1.1	1	0.9
TNAP inh hi DEA	-2	0	-1	0	1	4
NF-kB neuron act	1.1	1.1	1.1	0.96	1.6	1.1
TNAP act hiacc	1	1	1	1	1	1
bIAP activator	1	1	1	1	1.3	1.1
FLuc inhib CS	-3	-6	-6	-8	1	-2

(7) O=c1[nH]c(=S)[nH]nc1Cc1ccccc1
(8) COc1ccccc1NC(=O)Cn1c2ccccc2c2nc3n(c(=O)c21)CCS3
(9) COc1ccc(NC(=O)CSc2nnc(Cn3c(=O)sc4ccccc43)n2C)cc1OC
(10) CCCc1cc(=O)[nH]c(SC(CC)C(=O)Nc2ccccc2C#N)n1 (configuration not stated)
(11) COC(=O)c1sccc1NC(=O)c1sccc1C
(12) COc1ccc(N(CC(=O)N/N=C/c2ccc3c(c2)OCO3)S(=O)(=O)c2ccccc2)cc1

Screen / compound no.	7	8	9	10	11	12
TNAP inh no acc	-2	4	-11	-16	-4	-11
FLuc act counter	1	1	1	1.1	1	1.1
PMI act hi M6P	1.1	1	0.9	1	1	0.9
APP 5'UTR act	1	15	1	14	10	7
PMI act	1	1	0.9	1	1	1
TNAP inh hi DEA	-1	-4	-4	-7	2	-4
NF-kB neuron act	1.1	0.98	1.2	1.6	1	1.3
TNAP act hiacc	1	1	1	1.1	1	1
bIAP activator	0.9	1.1	0.9	0.9	0.7	0.9
FLuc inhib CS	2	-5	-4	-6	0	-9

(13) Cc1ccccc1Cn1nc(C)c(NC(=O)C2(C)CC2(Cl)Cl)c1C (configuration not stated)
(14) CCCCSc1nc(O)c(Cc2ccccc2)c(=O)[nH]1
(15) C#CCOCCOCCOCCNc1nc(N2CCN(C(=O)[C@H](C(C)C)n3cc(CCO)nn3)CC2)nc(N2CCN(C(=O)[C@H]([C@@H](C)CC)n3cc(CCCN=C(N)N)nn3)CC2)n1
(16) CCNC(=O)OCc1cn(-c2ccc(Cl)cc2)nn1
(17) Cc1cc(NC(=O)COC(=O)C2=COCCO2)c([N+](=O)[O-])cc1C
(18) CN(CC1CCCO1)S(=O)(=O)c1ccc(C(=O)Nc2ccc3c(c2)OCO3)cc1 (configuration not stated)

Screen / compound no.	13	14	15	16	17	18
TNAP inh no acc	-6	-9	-9	-8	-11	-12
FLuc act counter	1.1	1	1	1	0.8	1
PMI act hi M6P	1	1	1.2	0.9	0.9	0.9
APP 5'UTR act	-13	4	-14	15	22	-3
PMI act	1	0.9	1.3	1	0.9	1
TNAP inh hi DEA	-1	-3	-5	0	-2	-2
NF-kB neuron act	1.1	2.1	1.2	1.4	1.2	1.3
TNAP act hiacc	1	1	1.1	1	1	1
bIAP activator	0.9	1	1	1	1.1	0.8
FLuc inhib CS	-5	-4	-2	1	16	-2

# Arranged by formula weight (high to low): part of the list above.
(12) COc1ccc(N(CC(=O)N/N=C/c2ccc3c(c2)OCO3)S(=O)(=O)c2ccccc2)cc1
(18) CN(CC1CCCO1)S(=O)(=O)c1ccc(C(=O)Nc2ccc3c(c2)OCO3)cc1 (configuration not stated)
(13) Cc1ccccc1Cn1nc(C)c(NC(=O)C2(C)CC2(Cl)Cl)c1C (configuration not stated)
(14) CCCCSc1nc(O)c(Cc2ccccc2)c(=O)[nH]1
(11) COC(=O)c1sccc1NC(=O)c1sccc1C

Screen / compound no.	12	18	13	14	11
TNAP inh no acc	-11	-12	-6	-9	-4
FLuc act counter	1.1	1	1.1	1	1
PMI act hi M6P	0.9	0.9	1	1	1
APP 5'UTR act	7	-3	-13	4	10
PMI act	1	1	1	0.9	1
TNAP inh hi DEA	-4	-2	-1	-3	2
NF-kB neuron act	1.3	1.3	1.1	2.1	1
TNAP act hiacc	1	1	1	1	1
bIAP activator	0.9	0.8	0.9	1	0.7
FLuc inhib CS	-9	-2	-5	-4	0

# Next results follow:
(19) C=CCn1c(SCC(=O)NCc2ccco2)nc2sc3c(c2c1=O)CCCC3
(20) CC(C)COc1ccc(N)cc1OCC(C)C
(21) CN(C(=O)Cn1cccc1C1=NC(c2ccccc2)CO1)c1ccccc1 (configuration not stated)
(22) CCCc1nnc(SCC(=O)N2CCOCC2)n1Cc1ccco1
(23) COc1cccc(OC)c1C(=O)Oc1ccc2c(c1)O/C(=C\c1ccncc1)C2=O
(24) Cc1ccccc1NC(=O)Cn1c(=O)n(-c2ccc(CC(=O)NCC3CCCO3)cc2)c(=O)c2ccccc21 (configuration not stated)

Screen / compound no.	19	20	21	22	23	24
TNAP inh no acc	-13	-8	0	-9	0	-10
FLuc act counter	1.1	1.1	1	1	1.1	1
PMI act hi M6P	1	0.7	0.9	0.9	0.9	1.1
APP 5'UTR act	-12	7	16	7	-16	8
PMI act	1.1	1.3	0.9	0.9	1	1.1
TNAP inh hi DEA	0	0	-4	-3	5	-3
NF-kB neuron act	1.1	1.2	1	1.1	0.76	1.1
TNAP act hiacc	1	1	1	1	0.9	1
bIAP activator	1	1	1	0.9	1.1	1.2
FLuc inhib CS	-6	-8	-5	-1	-7	-4

(25) COc1ccc(C2NCCc3c2[nH]c2ccccc32)cc1CSc1nc2ccccc2s1 (configuration not stated)
(26) Cc1ccc(NC(=O)CN(C)S(=O)(=O)c2cccc3nsnc23)cc1
(27) O=C(CN(c1ccc(F)cc1)S(=O)(=O)c1ccc2c(c1)OCCO2)N1CCOCC1
(28) O=C1/C(=C/c2ccc(F)c(F)c2)CSc2sccc21
(29) O=C(Oc1ccc2ccc(=O)oc2c1)N1CCOCC1
(30) O=c1[nH]c2ccccc2n1C1=CCCC1

Screen / compound no.	25	26	27	28	29	30
TNAP inh no acc	-9	-12	-13	-5	-8	-6
FLuc act counter	1	1	1.1	1.1	1	1.1
PMI act hi M6P	1.8	0.8	0.8	1.4	1	1.1
APP 5'UTR act	-6	6	-4	-5	-1	12
PMI act	1.3	0.8	0.9	1.2	1	1
TNAP inh hi DEA	-6	-1	-5	2	-4	-6
NF-kB neuron act	0.94	0.85	1.2	0.93	1.2	1.5
TNAP act hiacc	1.1	1	1.1	1	1	1.1
bIAP activator	1	0.9	1	0.4	1	0.9
FLuc inhib CS	-3	0	-6	-5	-4	-6

(31) O=C(CCCOc1ccccc1)Nc1nccs1
(32) Cc1cc(Oc2ccc(-c3ccccc3)cc2)n2ncnc2n1
(33) CCn1c(Cc2ccc(OC)cc2)nnc1SCc1nc2ccccc2c(=O)[nH]1
(34) COc1ccc(-c2cnc3ncnn3c2N)cc1
(35) Cc1cccc(C)c1NC(=O)N1CCC(n2cnc3ccccc32)CC1
(36) Nc1nonc1-c1noc(CCCN2C(=O)c3ccccc3C2=O)n1

Screen / compound no.	31	32	33	34	35	36
TNAP inh no acc	-8	0	-12	-60	-6	-5
FLuc act counter	1	1.1	1.1	1.1	1	1
PMI act hi M6P	0.9	1	1.1	1	1	1
APP 5'UTR act	1	4	13	19	-2	32
PMI act	1	1.1	1.2	0.9	1	0.9
TNAP inh hi DEA	-7	-12	-3	-3	-5	-3
NF-kB neuron act	1.1	1.3	1.1	1.2	1.2	1.3
TNAP act hiacc	1.1	1.1	1	1	1	1
bIAP activator	0.9	0.9	1.1	1.2	1.1	1
FLuc inhib CS	0	-7	-8	-6	0	-1

(37) CCCN1CNC(=S)N(c2cc(C)ccc2C)C1
(38) O=C1CC(c2ccco2)CC(O)=C1C=Nc1ccc(Br)cc1 (configuration not stated)
(39) COc1ccc(Cn2c(S(=O)(=O)CC(N)=O)nc3ccccc32)cc1[N+](=O)[O-]
(40) Cc1ccc(-n2ncc3c(N4CCCC4)ncnc32)c(C)c1
(41) CC1CN(C(=O)c2ccncc2)CC(C)O1 (configuration not stated)
(42) COc1cccc(NC(=O)N2CCC(N3CCCCC3)CC2)c1

Screen / compound no.	37	38	39	40	41	42
TNAP inh no acc	-2	2	2	-6	10	-11
FLuc act counter	1	1	1	0.9	1	1
PMI act hi M6P	0.9	1.1	0.8	0.9	1.1	1
APP 5'UTR act	1	7	-10	43	7	20
PMI act	0.9	1	0.8	1	1	1
TNAP inh hi DEA	-2	2	-2	1	-4	0
NF-kB neuron act	1.2	1.2	1.6	2.1	1.1	0.96
TNAP act hiacc	1	1	1	1	1	1
bIAP activator	0.9	0.9	1.3	0.9	1	1
FLuc inhib CS	-3	-4	-3	15	-4	-1

# The final 2 entries of the part above open the next one.
(41) CC1CN(C(=O)c2ccncc2)CC(C)O1 (configuration not stated)
(42) COc1cccc(NC(=O)N2CCC(N3CCCCC3)CC2)c1
(43) Oc1ccccc1/C=N/n1cnnc1
(44) O=C(OCC1CC(c2ccccc2Cl)=NO1)c1ccc(Br)cc1 (configuration not stated)
(45) Cn1cc([C@@H]2C[C@H]3CN(Cc4cccc(Cl)c4)C(=O)[C@]34CCCN24)c2ccccc21
(46) O=[N+]([O-])c1ccc2nnn(O)c2c1
(47) CC(/C=N/NC(=O)Cn1cnc2ccccc21)=C\c1ccccc1
(48) COc1ccc(/C=C2\OC(=O)c3c(OC)cccc32)cc1OC
(49) COc1cc(C(=O)NC(=S)Nc2ccc3c(c2)C(=O)N(C)C3=O)cc(OC)c1OC
(50) COc1ccc(C(=O)NC(Cc2ccc(OC(=O)c3ccc(OC)cc3)cc2)C(=O)O)cc1 (configuration not stated)

Screen / compound no.	41	42	43	44	45	46	47	48	49	50
TNAP inh no acc	10	-11	9	-15	-11	-7	-4	-25	5	-7
FLuc act counter	1	1	1	1	1.1	1.1	1	0.5	1	0.7
PMI act hi M6P	1.1	1	1	0.8	0.7	1	0.9	0.9	1	0.9
APP 5'UTR act	7	20	-17	-5	-1	-14	-11	101	-7	34
PMI act	1	1	1	0.8	0.8	1	0.9	0.9	0.8	0.9
TNAP inh hi DEA	-4	0	-2	2	-9	-4	1	-11	0	-6
NF-kB neuron act	1.1	0.96	0.91	1	0.82	1.4	0.78	3	1.1	1.5
TNAP act hiacc	1	1	1	1	1.1	1	1	1.1	1	1.1
bIAP activator	1	1	0.9	0.8	1.2	0.9	0.9	1.1	0.3	1
FLuc inhib CS	-4	-1	0	2	-6	-6	-4	50*	-3	31

# Screening results as filed in PubChem BioAssay.
